High-throughput results: PubChem BioAssay, Sanford-Burnham Center for Chemical Genomics
mouse EphA4 binding – EphA4 ligand-binding antagonists – biochemical, colorimetric, mouse EphA4, primary screen (AID 689) | inhibition, % at 10 µM; hits with a dose series show IC50 in µM | EphA4-AP binding to KYL peptide, pNPP A405; higher % means a stronger effect | 62,000 compounds, 0.1% hits; in the data active means a potency from the dose series; inactive means the rest, 99 in 100 with inhibition below about 22%
Active calls of the source: *. This is a subset. The share of hits here may be higher or lower than overall.

mouse EphA4 binding | canonical_smiles
-9% | O=C1CC(N2CCN(C/C=C/c3ccccc3)CC2)C(=O)N1Cc1ccc(N2CCCC2=O)cc1 (stereo not drawn)
-10% | Fc1ccc(-c2nnc(-c3ccco3)o2)cc1
4% | Cc1snc(SCC(=O)N/N=C(\N)COc2ccc(F)cc2)c1C#N
0% | CN(C)c1ccc(C(=O)N2CCN(c3ccc([N+](=O)[O-])cc3)CC2)cc1
-11% | Cc1cc(OC(=O)c2ccccc2)n(CCC#N)n1
-6% | CC1C(c2ccccc2)=[N+]([O-])C(C)(c2ccc(Cl)cc2)N1O (stereo not drawn)
-9% | Cc1cc(C)nc(NC(=O)CSc2nc3ccccc3o2)n1
4% | CCOC(=O)C1CCN(C(=O)c2sc3nc(-c4ccc(F)cc4)cn3c2C)CC1
16% | Cc1[nH]c2ccccc2c1C(=O)CN1CCCCC1C (stereo not drawn)
-5% | Nc1nc(N2CCCCC2)nc2ccccc12
-4% | O=C(Cn1nnc(-c2ccncc2)n1)N1CCc2ccccc21
-20% | CCOC(=O)C1CCCN(C(=O)c2ccc(OCC)cc2)C1 (stereo not drawn)
0% | O=C(CSc1cc(Cl)ccc1Cl)Nc1cccc(C(F)(F)F)c1
-2% | Cc1ccc(Nc2oc(C)nc2C#N)cc1
-7% | C=CCn1c(C)cc(C(=O)CN2C(=O)NC3(CCCc4ccccc43)C2=O)c1C (stereo not drawn)
-12% | CC(=O)Nc1sc2c(c1CN1CCN(c3ccccn3)CC1)CCCC2
0% | COc1ccc(C2=NOC3(CC(=O)N(c4ccc(F)cc4)C3=O)C2)c(OC)c1 (stereo not drawn)
-19% | CCCCn1nc2cc(C(=O)NCC34CC5CC(CC(C5)C3)C4)ccc2c1OC
-10% | COC(=O)C(C)n1cnc2c(nnn2-c2cccc(Cl)c2)c1=O (stereo not drawn)
-5% | Cc1cccc2cc(CN(Cc3ccc(F)cc3)C(=O)N3CCOCC3)c3nnnn3c12
-6% | C=CCn1c(O)c(C(CC)=NCCN2CCOCC2)c(=O)[nH]c1=O
0% | Cc1ccc(C(=O)Nc2c(C#N)c(C)c(C)n2Cc2ccccc2)cc1
9% | Cc1cccc(NC(=O)CSc2nc3ccc(C)cc3[nH]2)c1
4% | CCOC(=O)c1cc(CN2CCOCC2)oc1-c1ccccc1
-2% | CC1CCCCN1C(=O)CSc1nnc(-c2ccc(Cl)s2)o1 (stereo not drawn)
-22% | Cc1cc(C)n(CC(O)COc2ccccc2)n1 (stereo not drawn)
2% | Cc1cc2nc(CCN(C(=S)NCC(C)C)C3CCCC3)[nH]c2cc1C
2% | CC(=O)NC1(C(F)(F)F)NC(=O)N(C2CCCCC2)C1=O (stereo not drawn)
-9% | Cc1cc(C(=O)Nc2ccccc2C(F)(F)F)no1
-6% | C=CCn1c(SCC(=O)Nc2ccc3c(c2)OCCO3)nnc1-c1ccccn1

Exported tab-delimited: part of the list above
SMILES	mouse EphA4 binding
O=C1CC(N2CCN(C/C=C/c3ccccc3)CC2)C(=O)N1Cc1ccc(N2CCCC2=O)cc1 (stereo not drawn)	-9%
Fc1ccc(-c2nnc(-c3ccco3)o2)cc1	-10%
Cc1snc(SCC(=O)N/N=C(\N)COc2ccc(F)cc2)c1C#N	4%
CN(C)c1ccc(C(=O)N2CCN(c3ccc([N+](=O)[O-])cc3)CC2)cc1	0%
Cc1cc(OC(=O)c2ccccc2)n(CCC#N)n1	-11%
CC1C(c2ccccc2)=[N+]([O-])C(C)(c2ccc(Cl)cc2)N1O (stereo not drawn)	-6%
Cc1cc(C)nc(NC(=O)CSc2nc3ccccc3o2)n1	-9%
CCOC(=O)C1CCN(C(=O)c2sc3nc(-c4ccc(F)cc4)cn3c2C)CC1	4%
Cc1[nH]c2ccccc2c1C(=O)CN1CCCCC1C (stereo not drawn)	16%
Nc1nc(N2CCCCC2)nc2ccccc12	-5%
O=C(Cn1nnc(-c2ccncc2)n1)N1CCc2ccccc21	-4%
CCOC(=O)C1CCCN(C(=O)c2ccc(OCC)cc2)C1 (stereo not drawn)	-20%
O=C(CSc1cc(Cl)ccc1Cl)Nc1cccc(C(F)(F)F)c1	0%
Cc1ccc(Nc2oc(C)nc2C#N)cc1	-2%
C=CCn1c(C)cc(C(=O)CN2C(=O)NC3(CCCc4ccccc43)C2=O)c1C (stereo not drawn)	-7%
CC(=O)Nc1sc2c(c1CN1CCN(c3ccccn3)CC1)CCCC2	-12%
COc1ccc(C2=NOC3(CC(=O)N(c4ccc(F)cc4)C3=O)C2)c(OC)c1 (stereo not drawn)	0%
CCCCn1nc2cc(C(=O)NCC34CC5CC(CC(C5)C3)C4)ccc2c1OC	-19%
COC(=O)C(C)n1cnc2c(nnn2-c2cccc(Cl)c2)c1=O (stereo not drawn)	-10%

More results follow:
mouse EphA4 binding | canonical_smiles
-3% | COc1ccc(C2=NCC(CSc3nnnn3C)S2)cc1 (stereo not drawn)
-13% | O=C(NCc1ccco1)C12CN(Cc3ccccc3)CC1C(c1cccc([N+](=O)[O-])c1)=NO2 (stereo not drawn)
1% | O=C(CSc1nnc(-c2ccccc2)o1)NCC1CCCCC1
0% | CCOC(=O)C1=C(C)Nc2nc(SCc3cccnc3)nn2C1c1ccc(OC)cc1 (stereo not drawn)
-5% | Cc1ccc(-n2c(SCC(=O)NCc3cccs3)nnc2-c2ccoc2C)cc1
-4% | CC(C)C[C@H](NC(=O)Nc1ccccc1F)C(=O)O
-4% | CC1CC(C)CN(C(=O)c2cc(-c3ccccn3)nc3ccccc23)C1 (stereo not drawn)
7% | O=C1CCCCC(=O)c2ccccc2N1
-9% | O=C(CN(Cc1ccco1)S(=O)(=O)c1cccs1)Nc1ccccc1C(F)(F)F
-6% | COC(=O)Cn1cnc2c(nnn2Cc2ccc(Cl)cc2)c1=O
6% | COc1ccc(NC(=O)C2CCCN(S(=O)(=O)c3cccs3)C2)cc1OC (stereo not drawn)
17% | Cc1c(C(=O)Nc2ccc(F)cc2)oc2ccc(S(=O)(=O)N3CCC4(CC3)OCCO4)cc12
-8% | CCCCOC(=O)c1ccc(NC(=O)c2ocnc2C)cc1
-8% | O=C(NCCN1CCN(C(=O)c2ccccc2Cl)CC1)C(=O)Nc1ccccc1
-13% | Cc1ccc(C(=O)NNC(=O)CSc2nnc3c(n2)[nH]c2ccc(F)cc23)cc1
-28% | Cc1nc(=O)c(-c2ccccc2)c(C)n1-c1ccc(C(=O)O)cc1
3% | COc1ccc(-c2cc(C3CCN(c4cc(Cl)nc(N)n4)CC3)[nH]n2)cc1
-12% | COc1cccc(C(=O)N(c2ccc(OC)cc2OC)C2C=CS(=O)(=O)C2)c1 (stereo not drawn)
3% | CCOC(=O)c1[nH]c(C)c(/C(O)=C2\C(=O)C(=O)N(CCN3CCOCC3)C2c2cccs2)c1C (stereo not drawn)
4% | Cc1cccc(OCc2nc(-c3ccc(-n4cccc4)cc3)no2)c1
-5% | Cc1ccc(S(=O)(=O)N/N=C\c2ccc3c(c2)OCO3)cc1
3% | COc1ccc(N2C(=O)/C(=C/c3ccc([N+](=O)[O-])cc3)C=C2c2ccccc2)cc1
-8% | CC(=O)N(c1ccccc1Cl)S(=O)(=O)c1ccc(Cl)cc1
5% | COc1cc(OC)cc(-c2nnc(Nc3nc4c(F)cccc4s3)o2)c1
13% | C=CCOc1ccc2cccc(/C=N/NC(=O)c3cc4cc([N+](=O)[O-])ccc4s3)c2c1
-1% | CCOC(=O)CSc1nnc(CNC(=O)c2cccs2)n1-c1ccccc1
3% | O=C(Nc1nccs1)C1CC2CCC1C2 (stereo not drawn)
-9% | Cc1cc(C)c2oc(=O)cc(CN3CCN(Cc4ccc5c(c4)OCO5)CC3)c2c1
-8% | O=C(CSc1ccc(Cl)cc1Cl)Nc1cc(Cl)ccc1Cl
34% | CCOc1ccccc1N1CSC2=C(C#N)C(c3c(OC)ccc4ccccc34)CC(=O)N2C1 (stereo not drawn)
1% | CCCCc1oc2c(c(=O)c1C)C(=O)CC(c1ccccc1)C2 (stereo not drawn)
5% | CC(=O)c1c(C)[nH]c(C(=O)OCC(=O)Nc2cc(C(F)(F)F)ccc2N2CCOCC2)c1C
-1% | Cc1noc(C)c1S(=O)(=O)N(CC(=O)N1CCCC1)c1ccc(C(C)C)cc1
-7% | CCOc1ccc(S(=O)(=O)Nc2ccccc2C(=O)NCC2CCCO2)cc1 (stereo not drawn)
12% | CCCCn1c(SCC(=O)c2ccc(OC)cc2OC)nc2cc(S(N)(=O)=O)ccc21
-4% | COC(=O)c1ccccc1NC(=O)CN(c1ccc(C)cc1)S(=O)(=O)c1ccc(F)cc1
-2% | Cc1ccc(S(=O)(=O)N[C@H](C(=O)Oc2ccc3c(C(F)(F)F)cc(=O)oc3c2)c2ccccc2)cc1
-7% | CCNC(=O)c1sc(-c2ccccc2)nc1C
-4% | CCC1CCCCN1CCCNC(=O)Cn1nc(-c2ccc(C)cc2)ccc1=O (stereo not drawn)
0% | O=C1c2ccccc2NC(c2cccc(Cl)c2)N1N=C1CCCCCC1 (stereo not drawn)
6% | O=C(NC1CC1)C1=NOC(CNc2ncc(C(F)(F)F)cc2Cl)C1 (stereo not drawn)
-15% | CCOc1c(Br)cc(C2NS(=O)(=O)N=C3CCCCCN32)cc1OC (stereo not drawn)
8% | COc1ccc(C(=O)c2oc3ccc(Br)cc3c2NC(C)=O)cc1
-6% | COc1ccc2oc(C)c(NC(C)=O)c2c1
1% | COC(=O)c1cc(C(=O)OC)cc(N2C(=O)CC(NNC(=O)c3ccccc3Br)C2=O)c1 (stereo not drawn)
20% | Clc1ccccc1CN1CCN(N=Cc2cccc(Cl)c2Cl)CC1
-3% | Nc1cccc(-c2nc3cc(S(=O)(=O)c4ccc5oc(-c6cccc(N)c6)nc5c4)ccc3o2)c1
-15% | O=C(CSc1nnc(C2COc3ccccc3O2)o1)N1CCOCC1 (stereo not drawn)
4% | Cc1ccccc1OCC(=O)Nc1ccc(-c2nc3ccccc3[nH]2)cc1
-12% | Cc1cc(C)c(NC2=CC(=O)CC(C)(C)C2)c(C#N)c1
-12% | Cc1cc(C)nc(/N=C(\N)Nc2ccc(F)c([N+](=O)[O-])c2)n1
-9% | Cc1ccc(CNC(=O)c2ccccc2N)cc1
1% | Cc1ccc(CCNC(=O)C2CC(c3ccccc3[N+](=O)[O-])=NO2)cc1 (stereo not drawn)
-11% | CCOc1ccc(-c2ncncc2-c2ccc(OC)cc2)c(O)c1
-4% | O=C1C(Cl)=C(NCCc2ccccc2)C(=O)N1c1cccc(Cl)c1Cl
1% | C=CCNC(=S)N1CCC(C(=O)c2ccc(OC)cc2)CC1
-4% | CCOC(=O)c1c(C)n(-c2ccccc2)c2ccc(O)c(CN(C)C)c12
-6% | COC(=O)c1c(C)oc2cc(Br)c(OC(C)C(=O)OC)cc12 (stereo not drawn)
-1% | COc1ccc(C(CNC(=O)c2ccc(-n3cnnn3)cc2)N2CCOCC2)cc1 (stereo not drawn)
-8% | Cc1ccc(C)c(N2CCN(C(=O)Cc3cn(C)c4ccccc34)CC2)c1

Next section.
mouse EphA4 binding | canonical_smiles
-10% | CCn1c(SCC(=O)N2CCCCC2C)nc2ccsc2c1=O (stereo not drawn)
6% | O=C(Nc1ccc(NC(=O)c2ccco2)nc1)c1ccccn1
2% | CCn1c(SCC(=O)N2CCN(c3ccc(F)cc3)CC2)nnc1-c1ccncc1
-9% | COc1ccc(-c2noc(CCC(=O)Nc3cc(Cl)c(OC)cc3OC)n2)cc1
-8% | Cc1cc2c(Nc3c([N+](=O)[O-])ccc4c3=NC3(CCCCC3)N=4)cccc2nn1
-15% | COc1ccc(Cl)cc1S(=O)(=O)N1CCN(C)CC1
1% | O=C(Cn1cc(-c2nnnn2-c2ccc(Cl)cc2)c(=O)c2ccccc21)c1ccccc1
-3% | NC(=O)CC(O)c1cccc(Cl)c1 (stereo not drawn)
-20% | O=C(OCCN(C1=NS(=O)(=O)c2ccccc21)c1ccc(Cl)cc1)c1ccco1
-8% | CCCCCn1c(CN2CCN(Cc3ccccc3)CC2)nc2c1c(=O)[nH]c(=O)n2C
7% | COc1ccc(OC)c(C2CC(=O)N3CN(c4ccc(C)c(Cl)c4)CSC3=C2C#N)c1 (stereo not drawn)
-4% | O=C(c1cnc2n(c1=O)CCS2)N1CCN(c2ccc(Cl)c(Cl)c2)CC1
-8% | CCCCCc1nc(-c2nonc2N)no1
-11% | CCc1nc2cc(CC(=O)O)ccc2o1
0% | CC1(c2ccccc2)NC(=O)N(CC(=O)N2CCOCC2)C1=O (stereo not drawn)
4% | COc1cccc(C2NC(=S)NC(C)=C2C(=O)Nc2ccc(Br)cc2)c1OC (stereo not drawn)
8% | O=C(NCCCn1ccnc1)c1cn(-c2ccccc2)nc1-c1ccc(F)cc1
-3% | Cc1ccc(/C=C2\C=C(c3ccc(Cl)cc3)OC2=O)cc1[N+](=O)[O-]
-6% | O=C(CCN1C(=O)c2ccccc2C1=O)N1CCN(Cc2ccc(Cl)cc2Cl)CC1
-7% | O=C(NCCc1ccc(Cl)cc1)C1CCN(C(=O)c2sccc2-n2cccc2)CC1
-12% | CCCCOc1ccc(-c2nnc(-c3ccco3)o2)cc1
-3% | COc1cc(C(=O)NCc2cccc3ccccc23)cc(OC)c1OC
-13% | CCCN(CCC)CCCNS(=O)(=O)c1cc(Br)cc2c1N(C(C)=O)CC2
1% | CC[C@H](C)[C@H](NS(=O)(=O)c1ccc(C)cc1)C(=O)N1CCC(C(=O)N[C@@H](C)C(=O)O)CC1
1% | CCC(=O)N/C=C/n1cnc2cc(C(F)(F)F)ccc21
8% | CCC1(C)Cc2c(sc3c2c2ncnn2c2nnc(SCC(=O)NCc4ccco4)n32)CO1 (stereo not drawn)
-6% | O=S(=O)(Cc1ccccc1)N1CCn2c(nc3ccccc32)C1
-6% | CCOC(=O)C(C)n1cnc2c(nnn2Cc2ccc(Cl)cc2)c1=O (stereo not drawn)
3% | COc1ccc(C2CC(c3ccc([N+](=O)[O-])cc3)=NN2C(=O)c2ccccc2)cc1OC (stereo not drawn)
-5% | CC(=O)OC1CC2(C)C(=O)CCC2C2CCc3cc(O)ccc3C12 (stereo not drawn)
